# Bioassay records as filed in PubChem.
# TCR-CD3 inh: human TCR-CD3 binding inhibition; TAMRA-labeled TCR probe fluorescence, biochemical; inhibition, % at 9.4 µM; actives 0.37% (n = 360,000); AID 651800; in the data active = inhibition above about 19%;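 note: recombinant mutant TCR 2C K166C tagged with TAMRA read by polarization; 0% = receptor in buffer alone and 100% = receptor with positive control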
# MBD2 DNA inh: MBD2-methylated oligo binding inhibition | TR-FRET, MBD2 binding to methylated oligonucleotide | inhibition, % at 4.4 µM | AID 686964 | Q9UBB5 | actives 0.31% (n = 370,000); in the data active = inhibition above about 13%
# Target sequence (Q9UBB5 whole entry, looked up): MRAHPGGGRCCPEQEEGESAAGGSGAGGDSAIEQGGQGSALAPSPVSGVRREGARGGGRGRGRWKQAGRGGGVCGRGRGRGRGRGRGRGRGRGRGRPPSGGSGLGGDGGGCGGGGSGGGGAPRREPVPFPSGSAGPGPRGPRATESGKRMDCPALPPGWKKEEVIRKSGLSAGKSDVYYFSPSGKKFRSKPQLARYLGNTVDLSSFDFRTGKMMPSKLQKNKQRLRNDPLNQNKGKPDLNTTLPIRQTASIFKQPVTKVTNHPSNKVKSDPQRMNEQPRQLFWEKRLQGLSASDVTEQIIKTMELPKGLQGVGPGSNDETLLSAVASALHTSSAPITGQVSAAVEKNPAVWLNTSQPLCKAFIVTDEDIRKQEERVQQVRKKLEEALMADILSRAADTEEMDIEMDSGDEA
# Tn6 DDE FP: DD(E)-Tn6 binding inhibition, primary FP screen; Fibrin DD(E) TRITC-Tn6 fluorescence polarization displacement; inhibition, % at 8.3 µM; actives 0.21% (n = 370,000); AID 720509;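 active = inhibition above a per-campaign cutoff: mean of compounds within control limits plus 3 SD, cut at about 15% in these data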;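 note: 0% = median of all compound wells on the plate and 100% = blocking peptide control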
# proKLK7 act: activators of human kallikrein-7 zymogen; actives 0.9% (n = 370,000); AID 652039; activation, % at 7 µM; purified proKLK7, EDANS-DABCYL substrate fluorescence; 100% is mature enzyme control, 0% vehicle; P49862;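 active = activation above the mean of all tested compounds plus 3 SD, computed per campaign excluding outliers beyond control limits, cut at about 13% in these data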
# TDP2 absorb: blocks human TDP2 phosphodiesterase activity; recombinant TDP2, T5PNP hydrolysis, p-nitrophenol absorbance 415 nm; inhibition, % at 12.8 µM; actives 0.34% (n = 370,000);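 active = inhibition above the mean of all tested compounds plus 3 SD, set per campaign, cut at about 25% in these data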;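 note: 0% = DMSO with enzyme and 100% = buffer with substrate but no TDP2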
# Target sequence (O95551 whole entry, looked up): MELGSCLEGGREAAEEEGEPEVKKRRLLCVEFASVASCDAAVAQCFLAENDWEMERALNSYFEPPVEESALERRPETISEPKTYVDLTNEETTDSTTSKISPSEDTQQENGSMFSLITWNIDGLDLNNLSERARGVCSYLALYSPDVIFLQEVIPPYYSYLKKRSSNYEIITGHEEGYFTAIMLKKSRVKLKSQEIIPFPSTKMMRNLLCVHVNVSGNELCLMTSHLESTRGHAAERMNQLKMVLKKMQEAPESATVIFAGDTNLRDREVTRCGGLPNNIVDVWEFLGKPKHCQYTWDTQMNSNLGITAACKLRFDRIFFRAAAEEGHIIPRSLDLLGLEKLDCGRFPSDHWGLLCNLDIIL
#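 Evaluation: % inhibition relative to enzyme-containing and enzyme-free wells. Material: recombinant human TDP2. Benchmarks: enzyme-free and DMSO wells. Timing: enzyme reaction with compound for 2 h at 37 °C. Compound dosing: 12.8 µM only. Measured by: p-Nitrophenol epi absorbance. Reagent: T5PNP substrate at 5 mM, a TopII-DNA adduct mimic. Replication: single well per compound.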
# PRMT1 FP inh: PRMT1 (human) inhibition, primary screen. actives 1.3% (n = 370,000). inhibition, % at 2.79 µM. AID 652257. recombinant PRMT1, activity-based probe fluorescence polarization. Q99873;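 active = inhibition above about 21% made by adding two undisclosed values, limit read from the data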
# DDE Tn7 FP inh: disrupts Tn7 cyclic peptide binding to fibrin D-Dimer-E complex; P02675; FP displacement of FITC-Tn7 peptide from fibrin DD(E); 0% = median of compound wells per plate; inhibition, % at 8.3 µM; actives 0.13% (n = 370,000); AID 720508;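 active = inhibition above the mean of compounds falling within the control limits plus 3 SD of them, cut at about 14% in these data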;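 note: 0% = plate median of compound wells and 100% = 10 µM Aha-Tn7 peptide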
#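 system = human fibrin DD(E) protein | quantity = DD(E) 2 µM final | medium = Tris/NaCl/CaCl2 buffer, pH 7.8 | also added = labelled Tn7 tracer, 0.1 µM | compound dosing = single point at 8.3 µM | timing = compound with protein 10 min, then 3 h after probe, room temperature | signal = FP measurement | benchmarks = Aha-Tn7 high control | repeats = one replicate per compound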
# LEDGF integ inh: blocks HIV-1 LEDGF/p75-dependent DNA integration | TR-FRET IN-LEDGF/p75 DNA integration, Eu/Cy5 | inhibition, % at 3.7 µM | actives 0.64% (n = 370,000) | AID 743269;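 active = inhibition above the screen-wide mean plus 3 SD, cut at about 13% in these data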;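 note: signal is the Cy5 over europium emission ratio at 671 and 618 nm; 0% = plate median of compound wells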
# SIAE inh: blocks human sialic acid acetylesterase | Q9HAT2 | actives 0.69% (n = 370,000) | SIAE FP-Rh probe binding, fluorescence polarization | inhibition, % at 9.66 µM;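 active = inhibition above a cutoff: mean of compounds within the control limits plus 3 SD of those, cut at about 17% in these data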;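 note: 0% = plate median of compound wells and 100% = probe without SIAE protein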
# UHRF1 MBD2 ctr: UHRF1 methyl-DNA binding inhibition; Q96T88; UHRF1 binding to methylated oligo, TR-FRET; inhibition, % at 4.4 µM; actives 0.75% (n = 370,000); AID 687016; in the data active = inhibition above about 21%;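 note: UHRF1 SRA domain binding a hemimethylated CpG hairpin DNA probe; 0% = median of test compound wells and 100% = reference inhibitor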
# * = called active by the depositor.
No.	LEDGF integ inh	UHRF1 MBD2 ctr	PRMT1 FP inh	DDE Tn7 FP inh	TDP2 absorb	SIAE inh	Tn6 DDE FP	proKLK7 act	TCR-CD3 inh	MBD2 DNA inh	Molecule
1	0	-3	-1	8	7	9	4	0.1	-2	4	O=C(CN1C(=O)NC2(CCc3ccccc32)C1=O)c1ccc2c(c1)OCCO2 (centres undefined)
2	1	2	-2	3	6	-3	5	0.9	3	6	Cc1cc(=O)c2cc(C(=O)c3ccccc3)ccc2[nH]1
3	-1	-1	5	2	4	11	-6	-0.4	-6	6	CCOC(=O)CP(=O)(c1ccccc1)c1ccccc1
4	-3	0	2	7	2	1	0	0.6	5	5	Cc1c(C(=O)N2CCN(c3ncccn3)CC2)oc2ccc(F)cc12
5	1	2	-3	-4	-12	4	5	0.4	0	0	CC(C)c1ccc(C(CC(=O)O)N2Cc3ccccc3C2=O)cc1 (centres undefined)
6	6	3	13	-14	16	3	-6	-0.1	6	2	Cc1nc(C)c(C(=O)Nc2nc3c(C)cccc3s2)o1
7	4	1	0	-8	-1	-3	0	-0.6	4	1	CC(C)Oc1cc(O)c2c(=O)c(-c3ccc(O)cc3)coc2c1
8	7	6	10	-3	-6	-9	-1	-1.2	-6	8	O=C(C[n+]1cc(Br)cc2ccccc21)c1ccc(Cl)cc1
9	1	1	1	-5	-11	-4	-1	0.0	-6	2	COC(=O)CSc1ncccc1-c1nc2ccccc2[nH]1
10	35*	-1	0	-8	-2	-4	1	0.2	12	14*	Cc1ccc(S(=O)(=O)Oc2ccccc2[N+](=O)[O-])cc1
11	-4	3	6	7	4	-4	-6	-0.3	-6	3	CN(C)C(=O)c1cc2cc(Br)ccc2s1
12	2	-4	7	0	5	-13	-3	0.9	-11	-1	COc1ccc(O)c(C(=O)c2cnc3nc4ccccc4n3c2)c1
13	0	2	-2	4	-2	7	3	0.1	-2	-2	C[C@@H]1C[C@H]2[C@@H]3CCC4=CC(=O)C=C[C@]4(C)[C@@]3(F)[C@@H](O)C[C@]2(C)[C@@]1(O)C(=O)COP(=O)(O)O
14	5	0	-2	2	-15	-6	2	0.5	-3	8	C(=C\c1ccccc1)/CN1CCN(c2ncnc3c2oc2ccccc23)CC1
15	-5	-1	-1	1	-8	-15	12	-0.7	5	1	O=C(Nc1cccc(C(F)(F)F)c1)c1ccco1
16	1	1	2	2	-2	3	-3	-0.4	-4	-4	CCn1cc(CN2CCCC(CO)(Cc3cccc(Cl)c3)C2)cn1 (centres undefined)
17	-1	-2	0	10	10	0	1	0.1	-5	-2	COc1c2c(nc3occc13)C(CCC(C)(C)O)(OC)C(O)CC2 (centres undefined)
18	-1	-2	-1	-1	-4	0	0	0.0	10	-2	Cc1c(NS(=O)(=O)c2cccc(C(=O)NCc3ccncc3)c2)c(=O)n(-c2ccccc2)n1C
19	-1	0	0	4	7	8	-8	0.2	6	0	COc1ccc(NS(=O)(=O)c2cccc(C(=O)NNC(=O)c3ccc(=O)[nH]c3)c2)cc1
20	-1	-1	0	-4	7	0	9	-0.1	-1	-1	CC1CCN(Cc2c(C(=O)N/N=C/c3cccc(Cl)c3)nnn2-c2nonc2N)CC1
21	4	-2	-4	5	-3	2	6	-0.2	0	-7	CCC(=O)N1Cc2cc(C(=O)N(C)C)nc(-c3cccc(-c4cncnc4)c3)c2[C@@H]1CCO
22	5	0	-2	-6	-10	2	-6	-0.1	2	1	O=C(Nc1ccc2c(c1)OCO2)c1csc([C@@H]2C[C@H](O)[C@@H](CO)O2)n1
23	0	-1	0	-5	4	-2	-4	0.1	6	-5	CNC(=O)C[C@H]1C(=O)N(CCc2ccccc2)C[C@@H]1c1ccc(OC)cc1
24	0	1	-1	3	6	-4	-4	0.4	2	-2	CC(C)(C)c1ccc(C(=O)Nc2ccccc2C(=O)NCCN2CCOCC2)cc1

# 2 entries drawn at random from those above, as already listed:
No.	LEDGF integ inh	UHRF1 MBD2 ctr	PRMT1 FP inh	DDE Tn7 FP inh	TDP2 absorb	SIAE inh	Tn6 DDE FP	proKLK7 act	TCR-CD3 inh	MBD2 DNA inh	Molecule
12	2	-4	7	0	5	-13	-3	0.9	-11	-1	COc1ccc(O)c(C(=O)c2cnc3nc4ccccc4n3c2)c1
11	-4	3	6	7	4	-4	-6	-0.3	-6	3	CN(C)C(=O)c1cc2cc(Br)ccc2s1

# A draw from above in order of number of heavy atoms, low to high.
No.	LEDGF integ inh	UHRF1 MBD2 ctr	PRMT1 FP inh	DDE Tn7 FP inh	TDP2 absorb	SIAE inh	Tn6 DDE FP	proKLK7 act	TCR-CD3 inh	MBD2 DNA inh	Molecule
11	-4	3	6	7	4	-4	-6	-0.3	-6	3	CN(C)C(=O)c1cc2cc(Br)ccc2s1
15	-5	-1	-1	1	-8	-15	12	-0.7	5	1	O=C(Nc1cccc(C(F)(F)F)c1)c1ccco1
3	-1	-1	5	2	4	11	-6	-0.4	-6	6	CCOC(=O)CP(=O)(c1ccccc1)c1ccccc1
8	7	6	10	-3	-6	-9	-1	-1.2	-6	8	O=C(C[n+]1cc(Br)cc2ccccc21)c1ccc(Cl)cc1
7	4	1	0	-8	-1	-3	0	-0.6	4	1	CC(C)Oc1cc(O)c2c(=O)c(-c3ccc(O)cc3)coc2c1
12	2	-4	7	0	5	-13	-3	0.9	-11	-1	COc1ccc(O)c(C(=O)c2cnc3nc4ccccc4n3c2)c1
22	5	0	-2	-6	-10	2	-6	-0.1	2	1	O=C(Nc1ccc2c(c1)OCO2)c1csc([C@@H]2C[C@H](O)[C@@H](CO)O2)n1
23	0	-1	0	-5	4	-2	-4	0.1	6	-5	CNC(=O)C[C@H]1C(=O)N(CCc2ccccc2)C[C@@H]1c1ccc(OC)cc1
1	0	-3	-1	8	7	9	4	0.1	-2	4	O=C(CN1C(=O)NC2(CCc3ccccc32)C1=O)c1ccc2c(c1)OCCO2 (centres undefined)
24	0	1	-1	3	6	-4	-4	0.4	2	-2	CC(C)(C)c1ccc(C(=O)Nc2ccccc2C(=O)NCCN2CCOCC2)cc1
19	-1	0	0	4	7	8	-8	0.2	6	0	COc1ccc(NS(=O)(=O)c2cccc(C(=O)NNC(=O)c3ccc(=O)[nH]c3)c2)cc1
13	0	2	-2	4	-2	7	3	0.1	-2	-2	C[C@@H]1C[C@H]2[C@@H]3CCC4=CC(=O)C=C[C@]4(C)[C@@]3(F)[C@@H](O)C[C@]2(C)[C@@]1(O)C(=O)COP(=O)(O)O
21	4	-2	-4	5	-3	2	6	-0.2	0	-7	CCC(=O)N1Cc2cc(C(=O)N(C)C)nc(-c3cccc(-c4cncnc4)c3)c2[C@@H]1CCO
18	-1	-2	-1	-1	-4	0	0	0.0	10	-2	Cc1c(NS(=O)(=O)c2cccc(C(=O)NCc3ccncc3)c2)c(=O)n(-c2ccccc2)n1C
